# Assay outcomes (PubChem BioAssay)
# Nrf2 block: inhibitors of Nrf2 signaling; A549 ARE-Fluc reporter, luciferase luminescence, 18-24 h; Potency, µM (doses to about 46 µM), for inactives: top-dose activity change, negative = inhibition, usual class: inhibitors; 2.1% of 360,000 active; AID 504444; also: potency is read from the fitted curve at half-maximal effect; % is scaled to controls: 0 for no effect and ±100 for the full control effect; nearly all actives have a fitted effect of over 60% in size
#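 Concentration-response testing used A549 ARE_Fluc cells at 5000 cells/well. Following an 18-24 h compound incubation, viability was read by fluorescence (Ex 405/Em 525) and luciferase output by luminescence.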
# HepG2 viability: counter-screen for TGF-b inhibitors: cytotoxicity in HepG2 cells | HepG2 CAGA-GFP viability, ATP luminescence, 18 h | Potency, µM (series often up to 46.1 µM), without a hit: at the highest dose activity change, negative = cytotoxicity, most hits filed as cytotoxic | 0.76% of 410,000 active; also: potency is read from the fitted curve at half-maximal effect; some results filed as inactive show a strong effect at the top dose
#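 HepG2 CAGA-GFP cells (1000/well, DMEM with 1% FBS) received compound, then TGF-beta at 500 pg/mL final, and were incubated 18 hours at 37 degrees C. Viability was read by CellTiter-Glo luminescence. Media-only wells were set as complete cell-killing and DMSO as no toxicity.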
# MmCpn inh: blocks the Methanococcus maripaludis chaperonin Mm-Cpn; purified Mm-Cpn ATPase, ADP Transcreener TR-FRET; AID 504842; 0.031% of 330,000 active; Potency, µM (doses to about 76.9 µM), for inactives: top-dose activity, negative = inhibition, actives largely listed as inhibitors; also: potency is read from the fitted curve at half-maximal effect; % is scaled to controls: 0 for no effect and ±100 for the full control effect; nearly all actives have a fitted effect of over 80% in size
#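 Inhibition of chaperonin ATP hydrolysis is measured as reduced ADP production, detected by competitive TR-FRET in which signal falls with ADP. Final enzyme 25 nM and ATP 10 uM, reacted 30 min at 37°C.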
# TGFb SMAD3 inh: blocks TGF-b signaling. AID 588855. Potency, µM (doses to about 46.1 µM), without a hit: at the highest dose activity, negative = inhibition, most hits filed as inhibitors. 1.2% of 410,000 active. HepG2 CAGA-GFP TGF-b/SMAD3 reporter, GFP fluorescence, 18 h; TGF-beta stimulated, 500 pg/mL final; also: potency is read from the fitted curve at half-maximal effect; % is scaled to controls: 0 for no effect and ±100 for the full control effect; nearly all actives have a fitted effect of over 65% in size
#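 Cell-based qHTS in HEPG2 carrying a CAGA-GFP Smad reporter; compounds added before 500 pg/mL final TGF-beta, 18 h incubation at 37 degrees C, GFP fluorescence quantified per cell by imaging cytometry.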
# Nrf2 ARE act: Nrf2 pathway activation; AID 624171; 0.31% of 410,000 active; Potency, µM (series often up to 46.1 µM), without a hit: at the highest dose activation, hits mostly activators; AREc32 ARE-luciferase reporter (MCF7-derived line), luminescence, 24 h; also: potency is read from the fitted curve at half-maximal effect; % of control where 0% means no effect; nearly all actives have a fitted effect of over 65% in size
#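 Nrf2 activation is followed as ARE-luciferase induction in the AREc32 line after one day of compound treatment; luminescence is read with Steady-Glo.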
# CCT modulator: changes cytosolic chaperonin activity | purified chaperonin ATPase assay, HTRF ADP detection, 30 min | activity change, % (concentration not given with the values), hits read low | 0.3% of 360,000 active; in the data active = activity change below about -30%; also: % is scaled to controls: 0 for no effect and ±100 for the full control effect
#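 ATPase activity: ADP formed was measured by HTRF Transcreener (665/615 nm ratio) after 30 min at 37 deg C with 10 uM ATP. Compounds screened at one 76 uM concentration against 40 or 20 nM TRiC in Tris pH 7.4/KCl/MgCl2/DTT buffer.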
# Abeta yeast res: restores growth of yeast expressing A-beta42 peptide; 0.063% of 410,000 active; Potency, µM (series often up to 46.1 µM), inactives show at the highest dose growth rescue, actives largely listed as activators; yeast expressing A-beta42, growth rescue, OD600, 48 h; response scale: 0% DMSO, 100% iron-clioquinol control; AID 1347071; also: potency is read from the fitted curve at half-maximal effect; nearly all actives have a fitted effect of over 55% in size
#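 Yeast A-beta toxicity model in growth medium with pinned compounds, 48 h at 30 C; growth read as absorbance at 600 nm. Normalized to FeCl3/clioquinol equimolar mix (positive) and DMSO (negative).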
# Akt phos inh: blocks phosphorylation of Akt; Neuro2A IGF-stimulated pAkt S473 HTRF, 20 min; hits give low values; activity change, % for hits at 50 µM; 0.32% of 360,000 active; AID 651550; in the data active = activity change below about -80%; inconclusive = mostly about -51% to -80%; also: % is scaled to controls: 0 for no effect and ±100 for the full control effect
#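 Neuro2A cells (4,500/well, DMEM with 0.5% FBS) were treated with compound at a single 50 µM final concentration, stimulated with 6 nM IGF for 20 min at 37 °C, and lysed. Phospho-Akt Ser473 was read by HTRF as 665/615 ratio ×10^4.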
# A549 tox: A549 cytotoxicity, counter-screen for Nrf2 inhibitors | 0.16% of 390,000 active | A549 ARE-Fluc cells, CellTiter-Fluor viability, 18-24 h | AID 504648 | Potency, µM (titrated, usually from 46 µM), for inactives: at the top dose activity change, negative = cytotoxicity, hits mostly inhibitors; also: potency is read from the fitted curve at half-maximal effect; % is scaled to controls: 0 for no effect and ±100 for the full control effect
#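 A549 ARE-Fluc cells in 5% FBS OPTI-MEM, 5000 cells/well, rested 2 h then exposed to compounds in concentration-response for 18-24 h at 37 °C. Viability by CellTiter-Fluor fluorescence (Ex 405/Em 525) after 30 min; luciferase luminescence (BugLite, 15 min, RT) read afterwards.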
# Active calls of the source: *; i = inactive; u = inconclusive; x = not tested or not shown; [ ] = remark or other dose. Unless noted, calls follow the shape of the dose curve; as a rule, active = well fitted curve in the direction sought with a large enough effect; inconclusive = small, poorly fitted or top-dose-only effect, or another doubt; inactive = no such curve, though single readings can be large; an effect the other way counts as inactive or inconclusive.
# Each structure is followed by: Nrf2 block	HepG2 viability	MmCpn inh	TGFb SMAD3 inh	Nrf2 ARE act	CCT modulator	Abeta yeast res	Akt phos inh	A549 tox
CC12CCC(C(=O)O)(c3nc(C#N)c(C#N)nc31)C2(C)C (stereo not given)
→ x	1%	x	-26%	0.0%	0.4	13%	x	-12%
COc1cccc(C(=O)Oc2cc(C)[nH]c(=O)c2[N+](=O)[O-])c1OC
→ 7%	0%	-2%	-5%	0.1%	-0.3	13%	i	2%
CC12CCCCN1CCCc1c2[nH]c2ccccc12 (stereo not given)
→ -16%	-14%	-1%[15.4 µM]	4%	0.2%	-2.8	u	i	1%
Cc1nnc(NC(=O)c2ccc(S(=O)(=O)N3CCCCC3)cc2)s1
→ 3%	-1%	-4%	-7%	-0.6%	0.9	6%	i	-1%
COc1cccc(NC(=O)c2oc3ccccc3c2NC(=O)COc2ccccc2C)c1
→ 15%	-8%	x	u	-0.8%	x	-10%	x	8%
COc1ccc(NC(=O)C2=C(C)Nc3c(C(=O)Nc4ccc(C)cc4)cnn3C2c2cccc(Cl)c2)cc1 (stereo not given)
→ u	-2%	x	-9%	-0.3%	x	2%	x	-2%
COc1ccc(-c2cc(C(=O)Nc3cccc(O)c3)no2)cc1
→ -27%	-22%	-1%	1%	-0.9%	-2.1	-12%	i	2%
Fc1ccc(F)c(Nc2c3c(nc4ccc(Cl)cc24)CCC3)c1
→ 16%	18µM*	x	u	-0.9%	x	-4%	x	-2%
C[C@@H]1CN([C@@H](C)CO)C(=O)c2cc(NC(=O)Nc3ccccc3)ccc2O[C@H]1CN(C)C(=O)Nc1cccc2ccccc12
→ 8%	-10%	-2%	-1%	0.2%	0.7	-8%	i	0%
Cc1ccc2c(CC(=O)Nc3nc(C)cs3)coc2c1
→ u	-24%	0%	-2%	3.4%	2.5	u	i	-4%
O=C(Cn1ccc2ccccc2c1=O)N1CCN(Cc2ccc3c(c2)OCO3)CC1
→ -6%	-23%	-1%	-15%	0.2%	-2.5	-6%	i	-7%
Cc1ccccc1NC(=O)C(=O)NCC1(c2ccccc2)CCCC1
→ 15%	5%	x	u	0.3%	x	-13%	x	7%
Cc1ccc(O)c(NC(=O)c2cc(-c3ccccc3)on2)c1
→ 26%	-1%	-1%	-10%	7.3%	-0.1	-13%	i	-2%
CCc1ccc(NC(=O)Cc2ccc(NC3=NC4CS(=O)(=O)CC4S3)cc2)cc1 (stereo not given)
→ 11%	-33%	-1%	-10%	-0.2%	-5.8	2%	i	-1%
C#CCOc1nc(OCC#C)nc(OCC#C)n1
→ 15%	-9%	0%	-1%	0.0%	-2.2	-2%	i	-3%
O=[N+]([O-])c1ccc(C=Nc2ccc(Cl)cc2Cl)s1
→ 13%	-113%	-13%	10µM*	-3.3%	4.3	-95%[inhibitor]	i	-8%
O=C(CSc1nnnn1C1CC1)N1CCN(c2ccc(O)cc2)CC1
→ -30%	-30%	0%	-3%	-0.6%	-6.3	-25%	i	-1%
Cc1ccc(NS(=O)(=O)c2ccc3c(c2)n(C)c(=O)n3C)cc1
→ -15%	-36%	0%	-2%	3.7%	1.8	-19%	i	0%
CCc1c(C)nc2c(-c3ccccc3)c(-c3ccccc3)[nH]n2c1=O
→ u	-4%	-4%	-5%	-0.7%	-4.4	-2%	i	-19%
CCOC(=O)C1C(c2ccccc2)C(C(=O)OCC)S(=O)(=O)C(CCN(CC)CC)S1(=O)=O (stereo not given)
→ 1%	4%	1%	8%	-0.7%	-0.8	5%	i	4%
COc1cc(C(=O)N(C)C2CCCCC2)ccc1OC1CCN(C(C)=O)CC1
→ 14%	6%	0%	-10%	-0.1%	-2.8	8%	i	18%
O=C(Nc1ccc(S(=O)(=O)NC2=NCCCCC2)cc1)c1ccccc1Cl
→ 2%	4%	0%	0%	0.0%	2.1	4%	i	8%
O=C1[C@@H]2CSCN2C(=O)CN1Cc1ccccc1F
→ -19%	-2%	1%	0%	-0.4%	0.7	5%	i	2%
Cc1ccc(OCC(=O)Nc2cc(S(=O)(=O)N3CCOCC3)ccc2N2CCCC2)cc1
→ 15%	0%	-1%	28%	0.2%	0.2	1%	i	5%
O=C(O)CC(c1ccc(C(F)(F)F)cc1)N1Cc2ccccc2C1=O (stereo not given)
→ -13%	-1%	-27%	-2%	-0.2%	-1.8	-3%	i	-4%
CN(C)C(CNC(=O)CCc1nc2sc3c(c2c(=O)[nH]1)CCCC3)c1ccccc1 (stereo not given)
→ 3%	-7%	-2%	5%	-0.2%	0.3	15%	i	-8%
O=C(c1cccc(C(F)(F)F)c1)N1CCN(CCc2ccccc2)CC1
→ 2%	-4%	-3%	-2%	0.1%	1.0	0%	i	2%
COc1ccc(C)cc1-n1c(N)c(C#N)c(C#N)c1-c1ccc(OC)c(OC)c1OC
→ -10%	2%	-1%	14%	1.9%	-2.6	6%	i	-3%
COc1cc(C(=O)NN=Cc2ccc(N(C)C)cc2)cc(OC)c1OC
→ x	-3%	x	-25%	-1.5%	0.6	-1%	i	x
CCc1cccc(C)c1N(C(=O)Cn1c(CO)nc2ccccc21)C(C)COC (stereo not given)
→ 8%	-4%	1%	-2%	0.6%	0.8	9%	i	11%
CC(C)(C)C(=O)OCc1ccc(C2=CC(=O)CC(C)(C)C2=O)cc1
→ x	-12%	x	-3%	3.0%	-1.3	1%	i	x
O=C(O)C1CC=CCC1C(=O)N1CCN(c2nc(-c3ccccc3)c3ccccc3n2)CC1 (stereo not given)
→ -22%	-32%	-3%	-29%	5.1%	-2.0	1%	i	12%
Cc1ccc(F)c(S(=O)(=O)NC(=O)C2(C)CCN2C(=O)c2ccco2)c1 (stereo not given)
→ x	-4%	x	4%	-0.9%	-2.6	-14%	i	x
O=[N+]([O-])c1ccc(N2CCN(Cc3ccc4c(c3)OCO4)CC2)nc1
→ u	-19%	0%	-14%	-0.1%	-1.3	7%	i	-11%
Cc1cccc(/C=C2\Sc3ccc(C(=O)N4CCC(C)CC4)cc3N(C)C2=O)c1
→ u	-24%	-1%	u	0.2%	-1.4	-10%	i	2%
O=C(Nc1cccnc1)c1ccc(F)c(S(=O)(=O)N2CCOCC2)c1
→ -9%	-29%	0%	-10%	-0.4%	-1.6	-7%	i	-1%
COC(=O)c1scc(C)c1NC(=O)Nc1ccccc1
→ x	-22%	1%	-12%	4.7%	-0.2	-7%	i	-7%
COC(=O)c1ccc(S(=O)(=O)N2C3CCC2CC(NC(=O)C2CC2)C3)cc1 (stereo not given)
→ 2%	7%	1%	-6%	0.5%	0.2	-10%	i	7%
Cc1cccc(NC(=S)NNC(=O)CC(C)O)c1C (stereo not given)
→ 6%	-12%	0%	-1%	2.4%	-0.6	3%	i	5%
Cc1ccc(CSCC(=O)N(C)CC(=O)Nc2c(Cl)cccc2Cl)cc1
→ -19%	-30%	1%	-17%	0.1%	-1.0	19%	i	-10%
CC(OC(=O)C1CCN(S(=O)(=O)c2ccc(F)cc2)CC1)C(=O)NC1CCCCC1C (stereo not given)
→ 6%	6%	0%	u	0.1%	-3.2	0%	i	15%
O=C(NCCc1ccc(O)cc1)c1[nH]c(C(F)(F)F)nc1-c1ccccc1
→ x	-1%	x	4%	-0.6%	-1.6	-14%	i	x
NC(=O)c1ccc(Oc2ccc(-c3nnco3)cc2)c([N+](=O)[O-])c1
→ 2%	-13%	1%	-22%	4.4%	-6.6	-19%	i	0%
COCCC(=O)N1CCC(Oc2ccc(C(=O)NCc3nccn3C)cc2)CC1
→ 12%	36%	2%	-10%	0.0%	-0.6	5%	i	-1%
NS(=O)(=O)c1ccc(NC=C2C(=O)OC3(CCCCC3)OC2=O)cc1
→ 8%	-6%	1%	28%	-0.2%	1.0	12%	i	x
COc1cccc(-c2cc(C(=O)Nc3ccc(N(C)C(C)=O)cc3)c3cc(Br)ccc3n2)c1
→ u	-23%	x	9%	0.2%	-2.9	4%	i	-4%
Clc1ccc(CNC2CCCC2)cc1
→ -10%	-2%	-1%	-3%	-0.3%	-0.3	9%	i	2%
Cc1nc2ccccc2c(=O)n1CCc1ccccc1
→ u	-24%	0%	9%	9.4%	-0.8	-9%	i	8%
O=C(CCNC(=O)c1ccccc1)Oc1ccc([N+](=O)[O-])cc1
→ 1%	4%	3%	6%	-1.4%	-0.2	-36%[inhibitor]	i	2%
O=C(C1CCC1)N1CCc2cc(S(=O)(=O)NCC3COc4ccccc4O3)ccc21 (stereo not given)
→ u	-14%	1%	-26%	-0.5%	2.2	16%	i	-14%
COc1cc([N+](=O)[O-])ccc1-c1ccc(/C=N/NC(N)=O)o1
→ -15%	0%	0%	-7%	-0.2%	0.7	-13%	i	-5%
Cc1ccc(C(=O)CC2(O)C(=O)N(C)c3ccccc32)o1 (stereo not given)
→ 8%	-27%	1%	-18%	5.0%	-0.4	2%	i	-3%

# Grouped by structure: the compounds so far containing two or more sulfur atoms.
# Each structure is followed by: Nrf2 block	HepG2 viability	MmCpn inh	TGFb SMAD3 inh	Nrf2 ARE act	CCT modulator	Abeta yeast res	Akt phos inh	A549 tox
Cc1nnc(NC(=O)c2ccc(S(=O)(=O)N3CCCCC3)cc2)s1
→ 3%	-1%	-4%	-7%	-0.6%	0.9	6%	i	-1%
CCc1ccc(NC(=O)Cc2ccc(NC3=NC4CS(=O)(=O)CC4S3)cc2)cc1 (stereo not given)
→ 11%	-33%	-1%	-10%	-0.2%	-5.8	2%	i	-1%
CCOC(=O)C1C(c2ccccc2)C(C(=O)OCC)S(=O)(=O)C(CCN(CC)CC)S1(=O)=O (stereo not given)
→ 1%	4%	1%	8%	-0.7%	-0.8	5%	i	4%
